From PubChem BioAssay
Lipid droplet – modulators of hepatic lipid droplet formation | AML12 mouse hepatocytes, oleate lipid droplets, BODIPY imaging | inhibition, % at 6.5 µM | hit rate 0.4% among 240,000 | AID 1656;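 active means lipid droplet intensity inhibited by at least 50%, with more than 500 cells counted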
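Test system: AML12 mouse liver cells; schedule: overnight exposure; technique: high-content imaging of BODIPY-stained droplets and DAPI nuclei; read-out: % inhibition of corrected integrated BODIPY droplet signal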
NOD2 inhibition – inhibition of NOD2-driven NF-kB reporter – cell-based, luminescence, uHTS, HEK293 (AID 1566) | HEK293 NOD2/NF-kB luciferase reporter, luminescence; higher % means a stronger effect | one-dose inhibition, % at 4 µM; EC50 in µM for titrated hits | hit rate 0.63% among 290,000; further: many of its hits are not listed in these tables
LYP phosphatase – PTPN22 lymphoid phosphatase activity blockers – biochemical, fluorescence intensity, uHTS (AID 1779) | hit rate 0.054% among 290,000 | recombinant LYP phosphatase, fluorescence intensity; higher % means a stronger effect | inhibition, % at 11.5 µM, or IC50 in µM where a hit was titrated;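 further: plate controls were vehicle with enzyme for no effect and no enzyme for full effect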
XIAP antagonists – small molecules displacing peptide from XIAP – biochemical, IAP family, fluorescence polarization (AID 1018); hit rate 0.007% among 200,000; XIAP BIR domain, fluorescence polarization peptide displacement; higher % means a stronger effect; one-dose displacement, % at 20 µM; IC50 in µM for titrated hits; in the data active means displacement above about 50%; further: a part of the inactive calls stands beside numbers as strong as those of hits
AID2073 – disruptors of CaV2.2 binding to Mint1 – biochemical, HTRF (AID 2073). HTRF protein-protein interaction, Mint1-CaV2.2; higher % means a stronger effect. inhibition, % at 20 µM; hits with a dose series show IC50 in µM. hit rate 0.19% among 290,000; in the data active means inhibition mostly above about 51%, no sharp cut-off; further: some results filed as inactive read as strong as hits
Siah-1 displacement – blockers of Siah-1 interaction with plectin peptide – biochemical, fluorescence polarization, rhodamine-plectin, uHTS, primary screen (AID 1817) | Siah-1 / rhodamine-plectin peptide fluorescence polarization; higher % means a stronger effect | displacement, % at 20 µM; hits with a dose series show IC50 in µM | hit rate 0.02% among 290,000;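 active means displacement of at least 50% at 20 µM, with a fluorescence ratio check between 0.3 and a set limit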;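 further: plate controls were Siah plus tracer with DMSO for no effect and tracer alone without Siah for full effect; strong numbers were not always called active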
P. falciparum M1AAP – P. falciparum M1AAP inhibitors, biochemical, fluorogenic H-Leu-NHMec substrate, 1536-well (AID 1445); one-dose inhibition, % at 30 µM; IC50 in µM for titrated hits; recombinant M1AAP, H-Leu-NHMec fluorogenic kinetic assay; higher % means a stronger effect; hit rate 0.42% among 220,000;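 active means primary inhibition above the hit cutoff, then over 50% inhibition at one or more dose response concentrations, cut at about 23% in these data, passing the limit was not always enough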;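 further: plate controls were DMSO full reaction for no effect and no enzyme background for full effect; strong numbers were not always called active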
M17LAP inhibition – P. falciparum M17LAP inhibitors, primary screen, biochemical, fluorogenic H-Leu-NHMec substrate, 1536-well (AID 1619); recombinant M17LAP, H-Leu-NHMec fluorogenic kinetic assay; higher % means a stronger effect; one-dose inhibition, % at 30 µM; IC50 in µM for titrated hits; hit rate 0.38% among 220,000;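 active means compound inhibiting the enzyme by more than half at any dose during confirmatory dose-response retesting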;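 further: plate controls were full reaction with DMSO carrier for no effect and no enzyme background for full effect; strong numbers were not always called active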
ER stress rescue – rescue of cells from ER stress-induced death, primary screen, 384-well, CSM14.1, thapsigargin, ATP luminescence (AID 1222); CSM14.1 thapsigargin-induced death rescue, ATP luminescence; higher % means a stronger effect; 190,000 tested, under 10 active; cellular ATP content (survival), % at 20 µM, or EC50 in µM where a hit was titrated;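 active means EC50 below 50 µM in the dose-response confirmation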;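 further: death triggered by thapsigargin at about 15 µM added after 2 h compound pretreatment; cell ATP read after overnight thapsigargin exposure of roughly 18 to 22 hours; normalized against plate controls of thapsigargin alone and 5% DMSO vehicle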
Lipid droplet cells 6.5 µM – also measured in Lipid droplet; calls as there; cell count; measured here: cell count, cytotoxicity flag;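 cells counted across two imaged fields per well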
Starred values were filed as active, the others as inactive; . = not tested or not shown. Unless noted, no stated cut-off is given here; in the data, active means inhibition above about 50%; inactive means the rest.

SMILES	Lipid droplet	Lipid droplet cells 6.5 µM	NOD2 inhibition	LYP phosphatase	XIAP antagonists	AID2073	Siah-1 displacement	P. falciparum M1AAP	M17LAP inhibition	ER stress rescue
Cc1ccc(-n2c(Cc3noc4ccccc34)n[nH]c2=S)cc1	-10	708	-32%	-12%	-13%	-27%	-5%	6%	-2%	-1.7%
COc1cc(OC)cc(C(=O)NCCc2cnc[nH]2)c1	3	824	-17%	3%	.	-6%	7%	.	.	.
Cc1sc2nc(CSc3ccccc3)nc(NCCN(C)C)c2c1C	-8	616	-9%	-6%	-4.9%	2%	-10%	1%	-5%	-7.0%
COc1ccc(S(=O)(=O)N2CCCOC2CNC(=O)C(=O)NCc2ccncc2)cc1 (stereo not drawn)	-7	683	2%	-4%	.	13%	9%	.	.	.
Cc1ccccc1Nc1ncnc2c1cnn2-c1ccccc1	33	591	-38%	1%	-2.2%	2%	1%	1%	-3%	0.3%
COc1ccc2nccnc2c1[N+](=O)[O-]	-15	672	10%	1%	.	-6%	14%	7%	13%	.
O=S(=O)(c1ccc2nc(-c3ccccc3)[nH]c2c1)N1CCN(c2ccc(Cl)cc2)CC1	-2	715	-9%	-6%	-1.7%	12%	13%	-6%	-14%	1.0%
COc1ccc(-c2nc(C)c(C(C)=O)n2O)cc1OC	18	715	2%	-2%	-3.4%	17%	2%	1%	10%	-1.2%
NC(=O)c1ccc[n+](CC(=O)c2ccc(NC(=O)c3ccccc3)cc2)c1	-7	696	-2%	-6%	.	7%	10%	.	.	.
CCC(OC(=O)c1nsc(Cl)c1Cl)C(=O)NCc1cccs1 (stereo not drawn)	17	747	5%	-3%	-5.9%	-6%	2%	3%	7%	-0.2%
S=c1[nH]nc(C2CCCCC2)n1/N=C/c1ccccc1Cl	.	.	-3%	-6%	.	-11%	-3%	.	.	.
COc1ccc(NC(=O)C(C)N2C(=O)C3CC=C(Cl)CC3C2=O)cc1 (stereo not drawn)	-10	719	-6%	-2%	.	1%	4%	.	.	.
CCCCN(C)CCN1C(=O)C2C(C(=O)Nc3ccc(OC)cc3)C3C=CC2(O3)C1C(=O)NC1CCCCC1 (stereo not drawn)	-47	814	-10%	-2%	.	-13%	2%	.	.	.
COc1ccc(C2=CC(c3ccc(OC)c(OC)c3)n3nnnc3N2)c(OC)c1 (stereo not drawn)	.	.	23%	-7%	-2.2%	7%	7%	5%	-9%	5.3%
COc1ccc(Nc2ncnc3c2cnn3Cc2ccccc2)cc1OC	.	.	-14%	-5%	-0.6%	8%	-4%	6%	5%	4.9%
Cn1nccc1C(=O)NC1CCCc2c1cnn2-c1cc(F)cc(F)c1 (stereo not drawn)	6	732	30%	-8%	.	2%	-5%	.	.	.
COC(=O)c1ccc(NC(C)=O)o1	.	.	15%	-7%	-4.5%	-2%	3%	9%	-2%	-0.5%
CCN1C(=O)C(C)S/C1=N\S(=O)(=O)c1ccc(F)cc1 (stereo not drawn)	-7	647	2%	-5%	-1.4%	-9%	0%	-1%	12%	0.1%
COC(=O)c1sc(C(C)(C)C)cc1CS(=O)(=O)c1ccccn1	-1	736	-2%	-3%	.	-3%	-6%	10%	-9%	.
COc1cccc(C(=O)Nc2ccc3[nH]ncc3c2)c1	0	799	-42%	-10%	.	1%	7%	.	.	.
O=C(NCc1ccc2c(c1)OCO2)c1cc2c(s1)CSC2	-10	744	-22%	2%	-0.4%	1%	4%	9%	-4%	-0.9%
O=C(CNC(=O)c1cccs1)c1ccc(Br)cc1	-13	814	-80%	-2%	.	19%	2%	.	.	.
CCc1nc(NCc2ccccn2)c2oc3ccccc3c2n1	-11	710	22%	-7%	-3.2%	10%	4%	5%	9%	1.9%
COc1ccc(CNC(=O)C2CCN(C(=O)[C@@H]3Cc4ccccc4CN3)CC2)cc1	-6	697	2%	-4%	.	0%	-4%	.	.	.
COCc1cc(SC2CCCCC2)nc(C)n1	-5	658	-7%	-5%	-2.7%	0%	3%	6%	6%	0.3%
Nc1c(-c2ccc(Cl)cc2)nnn1-c1ccccc1	-30	723	-42%	0%	-0.1%	-3%	-1%	-2%	16%	.
Cc1ccc(S(=O)(=O)N2CCCc3ccccc32)cc1C	0	878	11%	-2%	.	15%	-5%	.	.	.
CCn1ncc(C2C(C(=O)Nc3ccc(C)cn3)=C(C)NC3=C2C(=O)CCC3)c1C (stereo not drawn)	-18	453	11%	-8%	-3.5%	7%	-6%	4%	-32%	1.4%
COc1ccc2c(c1)C(C)=CC(C)(C)N2S(=O)(=O)c1ccc(NC(C)=O)cc1	.	.	4%	-9%	.	5%	-1%	.	.	.
Cc1ccc(C)c(S(=O)(=O)N2CCNCC2)c1	1	662	18%	-10%	-6.4%	-6%	-4%	6%	0%	-1.7%
O=C(COC(=O)c1cc(C(F)(F)F)cc(C(F)(F)F)c1)NCc1ccc(Cl)cc1	-1	673	4%	1%	-3.0%	3%	-3%	0%	2%	-2.3%
O=c1c(-c2cnn(-c3ccccc3)c2)coc2cc(O)ccc12	4	736	-132%	-4%	-2.9%	20%	-3%	5%	-5%	-3.9%
CCNC(=S)NS(=O)(=O)c1ccc(CC)cc1	.	.	6%	-6%	-2.4%	-17%	5%	1%	4%	6.9%
Cc1ccc(-c2cc(C(=O)Nc3c(C)n(C)n(-c4ccccc4)c3=O)[nH]n2)c(O)c1C	-23	718	18%	-5%	.	3%	2%	3%	5%	.
O=C(COC(=O)c1cc(Br)ccc1Cl)NC1CCCC1	7	734	15%	-6%	-8.6%	-9%	4%	5%	11%	-1.5%
O=C(NCC1CCCO1)c1cccc(S(=O)(=O)NCc2ccccc2)c1 (stereo not drawn)	-17	697	6%	-5%	-4.8%	-18%	-1%	-11%	3%	-1.1%
COc1ccc(NC(=O)CNS(=O)(=O)c2ccc(Cl)cc2)cc1OC	-15	751	18%	-3%	-3.5%	21%	1%	15%	5%	0.4%
Cc1ccc(COc2cccc3c2CCN(Cc2ccc(F)cc2)C3=O)cc1	-6	625	20%	10%	0.9%	11%	6%	15%	13%	-0.6%
COc1cc(NC(=O)C2CCCCC2)c(OC)cc1NC(=O)CCC(=O)NCc1ccco1	.	.	10%	-1%	-2.4%	1%	-5%	8%	-6%	0.1%
COc1ccccc1NC(=O)COC(=O)Cc1ccc(S(=O)(=O)N2CCCCC2)s1	2	781	0%	-2%	-5.4%	26%	9%	-1%	-6%	-1.4%
Cc1ccc(-c2nnn(CC(=O)N(c3cccc(F)c3)C(C(=O)NC3CCCC3)c3ccncc3)n2)o1 (stereo not drawn)	-1	805	-13%	-8%	.	15%	0%	.	.	.
CCCC(C(=O)NC1CCCC1)N(CCCN1CCOCC1)C(=O)c1snc(C(N)=O)c1N (stereo not drawn)	.	.	6%	-3%	1.2%	5%	-1%	11%	8%	1.1%
COC(=O)c1cccc(NC(=O)C2COc3ccccc3O2)c1 (stereo not drawn)	1	699	-23%	-9%	-3.5%	2%	1%	9%	-2%	-2.2%
COc1ccc(C(NC(C)=O)c2c(O)ccc3ccccc23)cc1OC (stereo not drawn)	0	674	2%	-8%	-2.9%	2%	2%	15%	8%	-2.0%
O=C1CC(Nc2ccc(N3CCOCC3)cc2)C(=O)N1c1ccccc1 (stereo not drawn)	7	770	2%	-6%	-3.1%	-61%	-1%	-1%	15%	-0.3%
CC(NC(=O)CSc1cccc(C(F)(F)F)c1)c1ccccc1 (stereo not drawn)	-27	729	8%	-6%	-5.1%	5%	0%	3%	12%	-1.6%
Cc1ccc([N+](=O)[O-])cc1S(=O)(=O)N(C(=O)c1ccncc1)c1ccc2oc3c(c2c1)CCCC3	1	638	4%	-2%	90%	7%	5%	-3%	-1%	-0.3%
COC(=O)c1ccc(Nc2c([N+](=O)[O-])ccc3nonc23)cc1	10	835	4%	-4%	.	5%	2%	.	.	.

Reprinted at random: four compounds from above
SMILES	Lipid droplet	Lipid droplet cells 6.5 µM	NOD2 inhibition	LYP phosphatase	XIAP antagonists	AID2073	Siah-1 displacement	P. falciparum M1AAP	M17LAP inhibition	ER stress rescue
COc1cc(NC(=O)C2CCCCC2)c(OC)cc1NC(=O)CCC(=O)NCc1ccco1	.	.	10%	-1%	-2.4%	1%	-5%	8%	-6%	0.1%
CCCC(C(=O)NC1CCCC1)N(CCCN1CCOCC1)C(=O)c1snc(C(N)=O)c1N (stereo not drawn)	.	.	6%	-3%	1.2%	5%	-1%	11%	8%	1.1%
CC(NC(=O)CSc1cccc(C(F)(F)F)c1)c1ccccc1 (stereo not drawn)	-27	729	8%	-6%	-5.1%	5%	0%	3%	12%	-1.6%
Cc1ccc(COc2cccc3c2CCN(Cc2ccc(F)cc2)C3=O)cc1	-6	625	20%	10%	0.9%	11%	6%	15%	13%	-0.6%

More compounds.
SMILES	Lipid droplet	Lipid droplet cells 6.5 µM	NOD2 inhibition	LYP phosphatase	XIAP antagonists	AID2073	Siah-1 displacement	P. falciparum M1AAP	M17LAP inhibition	ER stress rescue
COc1ccc(C)cc1-n1nnnc1SCn1nnc2ccccc2c1=O	.	.	33%	3%	-16%	2%	-2%	2%	-9%	-0.6%
O=C(NC1CCCC1)C(c1ccccn1)N(C(=O)c1csnn1)c1ccccc1 (stereo not drawn)	-2	788	0%	-6%	.	5%	5%	.	.	.
O=C(NCc1cccnc1)C(=O)N/N=C/c1ccccc1[N+](=O)[O-]	25	691	10%	-5%	-5.4%	-17%	5%	-3%	0%	5.7%
COc1ccc(OC)c(S(=O)(=O)N(C)CC(=O)N2CCN(c3ccccc3)CC2)c1	-14	767	11%	-6%	-4.3%	-4%	-5%	0%	7%	1.7%
OCCCNc1nc(-c2ccc(Cl)cc2)nc2ccccc12	20	803	0%	-7%	.	10%	3%	.	.	.
Cc1ccc(N(C(=O)CCC(=O)Nc2cc(C)on2)C(C(=O)NC2CCCC2)c2cccs2)cc1 (stereo not drawn)	4	818	5%	-4%	-19%	-4%	4%	6%	1%	2.4%
COc1cccc(C(=O)COC(=O)CCCC(=O)NC2CCCCC2)c1	1	804	7%	-7%	.	-2%	0%	.	.	.
CN(C)S(=O)(=O)c1ccc(C(=O)NCC2(N3CCCCC3)CCCCC2)cc1	-15	679	3%	-6%	-6.8%	5%	0%	8%	-1%	1.2%
O=C1C=C(N2CCOCC2)c2ccccc2C1=O	-9	819	13µM*	-10%	.	-2%	18%	.	.	.
CCOc1cc(N2CCOCC2)c(OCC)cc1NC(=O)CSc1ncccn1	-6	716	17%	-7%	-8.5%	-13%	-4%	3%	5%	0.1%
O=C(Cn1ccc2ccccc2c1=O)NCCC(=O)N1CCN(c2cccc(C(F)(F)F)c2)CC1	.	.	16%	-2%	-3.5%	-4%	4%	9%	16%	-0.4%
COc1ccc(N2CCN(C(=O)c3ccc(C)c(NC(=O)c4ccco4)c3)CC2)cc1	0	684	-1%	-8%	.	6%	-1%	.	.	.
Cc1cc(C)nc(/N=C(\N)N(Cc2ccccc2)Cc2ccccc2)n1	-2	668	7%	-5%	-6.3%	8%	3%	6%	1%	-0.6%

Some of the compounds tested, so the mix of outcomes need not match the whole.
